CHRM1 antagonist: human M1 muscarinic receptor antagonists, primary screen, CHO-K1 cells, Fluo-8 calcium fluorescence, 1536-well; 360,000 tested, 1.3% active; inhibition, % at 3 µM; AID 588852, 2011; CHO-K1 hM1, ACh EC80 antagonist; Muscarinic acetylcholine receptor M1 (Homo sapiens), P11229;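 active means percent inhibition above its own plate's cutoff, namely the mean of that plate's compound wells plus 3 SD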;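 further: peak over basal fluorescence ratio during 140 s after agonist addition; 0% = ACh EC80 plus DMSO and 100% = DMSO alone without agonist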
Target sequence (P11229 whole entry, looked up): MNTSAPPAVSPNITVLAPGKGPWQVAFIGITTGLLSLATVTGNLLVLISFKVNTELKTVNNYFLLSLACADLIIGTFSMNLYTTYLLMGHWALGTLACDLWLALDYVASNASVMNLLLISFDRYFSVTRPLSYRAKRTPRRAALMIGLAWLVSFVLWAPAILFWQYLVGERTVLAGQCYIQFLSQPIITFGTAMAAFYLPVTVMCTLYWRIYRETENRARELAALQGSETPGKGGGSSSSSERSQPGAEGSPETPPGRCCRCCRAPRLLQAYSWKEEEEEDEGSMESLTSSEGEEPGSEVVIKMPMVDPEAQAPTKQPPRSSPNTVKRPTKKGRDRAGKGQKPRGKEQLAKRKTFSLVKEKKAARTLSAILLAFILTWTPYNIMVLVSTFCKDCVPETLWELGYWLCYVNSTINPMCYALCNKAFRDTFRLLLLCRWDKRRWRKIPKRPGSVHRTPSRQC
TAAR1 antag: human TAAR1 antagonists, primary screen, Fluo-8 calcium fluorescence, CHO RD-HGA16 cells; Trace amine-associated receptor 1 (Homo sapiens), Q96RJ0; antagonist; inhibition, % at 3 µM; 360,000 tested, 1.5% active;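 active means inhibition above a per-plate cutoff, the mean inhibition of test compounds on that plate plus 3 SD, cut at about 49% in these data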;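 further: 0% = DMSO plus EC80 beta-PEA response and 100% = DMSO alone without agonist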
Target sequence (Q96RJ0 whole entry, looked up): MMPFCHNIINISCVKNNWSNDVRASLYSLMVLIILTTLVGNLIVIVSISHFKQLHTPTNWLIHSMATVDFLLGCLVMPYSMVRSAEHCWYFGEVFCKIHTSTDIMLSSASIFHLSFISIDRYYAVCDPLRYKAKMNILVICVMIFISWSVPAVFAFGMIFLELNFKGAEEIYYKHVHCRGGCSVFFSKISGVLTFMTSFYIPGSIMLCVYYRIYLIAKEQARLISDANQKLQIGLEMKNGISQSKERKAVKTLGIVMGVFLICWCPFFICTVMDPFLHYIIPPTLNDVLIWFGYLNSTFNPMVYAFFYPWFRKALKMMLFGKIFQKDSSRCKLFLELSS
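Test system – hTAAR1-expressing CHO RD-HGA16 cells, Gα16-coupled · Reagent – β-PEA at EC80 concentration, post-compound challenge · Compound dosing – 3 µM, single point · Timing – 140 s kinetic read after compound, 140 s after agonist · Detection – Fluo-8 intracellular calcium dye fluorescence, real-time kinetic reads · Control set – DMSO and EC80 PEA controls · Repeats – n of 1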
M1 ag: human M1 muscarinic receptor agonists, primary screen, Fluo-8 calcium fluorescence, CHO-K1 cells, HTS | CHO-K1 hM1, agonist mode; 0% DMSO, 100% acetylcholine EC100 | activation, % at 3 µM | 360,000 tested, 0.33% active | AID 588814, 2011;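 active means activation above the run's mean compound activation plus 3 SD, cut at about 16% in these data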;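 further: peak over basal fluorescence ratio within a 140 s kinetic read after compound addition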
CHRM1 PAM: human M1 muscarinic receptor positive allosteric modulators, primary screen, CHO-K1 cells, Fluo-8 calcium fluorescence, 1536-well; CHO-K1 hM1, ACh EC20; 0% = ACh EC20, 100% = maximal ACh; activation, % at 3 µM; 360,000 tested, 0.088% active; in the data active means activation above about 19%, passing the limit was not always enough
CHO-K1 Ca ag: counter-screen for M1 agonists: effect in parental CHO-K1 cells | 360,000 tested, 0.48% active | AID 602248, 2012 | Fluo-8 calcium fluorescence; scaled to maximal ATP response, vehicle zero | activation, % at 3 µM; in the data active means activation above about 15%;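 further: untransfected CHO-K1 host cells lacking M1 receptor as counterscreen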
CHO parental Ca: ATP-evoked calcium signal inhibitors, parental CHO, primary screen, counter-screen for OX1R antagonist project, cell-based, fluorescence, Fluo-8 calcium dye; parental CHO-K1, ATP-induced calcium, Fluo-8 fluorescence; inhibition, % at 5.6 µM; 330,000 tested, 0.63% active; AID 463079, 2010;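 active means inhibition above that plate's mean sample inhibition plus 3 SD, cut at about 26% in these data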;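 further: 0% = ATP-challenged DMSO wells and 100% = DMSO wells without ATP; some compounds past the cut are filed as inactive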
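Test system: parental CHO cells; detection: calcium-sensitive Fluo-8 fluorescence; evaluation: percent inhibition of calcium signal; also added: ATP as calcium-mobilizing challenge; repeats: one well per compound; control set: ATP-challenged DMSO wells low, unchallenged DMSO wells high; compound: single nominal dose of 5.6 µM per compound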
CHO-K1 Ca antag: nonselective inhibitor or artifact in parental CHO-K1 cells. AID 602250. ATP-induced calcium, Fluo-8 fluorescence. 360,000 tested, 0.6% active. inhibition, % at 3 µM;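 active means inhibition above a per-plate cutoff, the plate's mean sample inhibition plus 3 SD, cut at about 24% in these data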;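 further: 0% = DMSO plus EC80 ATP and 100% = DMSO alone without ATP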
CHO-K1 Ca PAM: nonselective calcium activators in parental CHO-K1 cells, primary screen, counter-screen for M1 PAM project, cell-based, Fluo-8 calcium fluorescence, full deck, 1536-well; ATP EC20; 0% at ATP EC20, 100% at ATP max; activation, % at 3 µM; 360,000 tested, 0.02% active;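 active means activation above the run cutoff, the mean activation of all test compounds plus 3 SD, cut at about 40% in these data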;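 further: peak over basal fluorescence ratio in a 140 s read after ATP addition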
TAAR1 agonist: human TAAR1 agonists, primary screen, Fluo-8 calcium fluorescence, CHO RD-HGA16 cells. vehicle wells 0%, saturating PEA agonist 100%. activation, % at 3 µM. 360,000 tested, 0.99% active. AID 624467, 2012;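 active means activation above the mean activation of all test compounds in the run plus 3 SD, cut at about 38% in these data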
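Test system: RD-HGA16 (CHO) cells co-expressing Gα16 and hTAAR1 | Doses: Single dose, 3 µM | Schedule: 17-24 h seeding, 75 min 37 °C dye, 30 min RT | Evaluation: % activation from peak over basal fluorescence ratio, DMSO-to-PEA scaled | Technique: Kinetic Fluo-8 calcium fluorescence | Benchmarks: Low control DMSO, high control PEA (EC100)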
* marks the source's active call; other numbers are inactive results; nt = not tested or not shown. An unsorted share of the library; 4.4% or so of the library scored in one or more.

Sequence of screens: CHRM1 antagonist, TAAR1 antag, CHO-K1 Ca ag, TAAR1 agonist, CHO-K1 Ca antag, CHRM1 PAM, CHO parental Ca, M1 ag, CHO-K1 Ca PAM
- CC(CC(=O)Nc1ccc(-c2ccno2)cc1)n1cccn1 (stereo unspecified)
    15, -14, 0.3, 1, 8, -4, -10, -1, -15
- O=C(N/N=C/c1ccc(Br)o1)c1cncc(Br)c1
    -5, -14, 0.4, 5, 8, -2, -9, 0, -2
- CCn1c(CNc2ccc(F)cc2)nnc1SCC(=O)OC1CCCCC1
    2, -8, 5.4, 1, -20, -3, -15, -6, 4
- Cc1cc(C)n(CC(O)COc2ccccc2[N+](=O)[O-])n1 (stereo unspecified)
    -4, -6, 1.4, 5, -5, 1, -8, -12, 4
- Cc1ccc(C)c(N(C(=O)c2csnn2)C(C(=O)NC2CCCC2)c2cccnc2)c1 (stereo unspecified)
    -11, -7, -0.4, 1, -4, 6, -21, -3, 16
- OCc1nn2c(c1Br)NC(c1ccccc1)CC2C(F)(F)F (stereo unspecified)
    -11, 8, 0.5, 0, -23, 6, -12, -4, 21
- COc1cccc(NC(=S)NCc2ccncc2)c1
    0, 11, -0.6, 1, -3, 1, 4, -1, 17
- COc1ccc(OCC(=O)N/N=C/c2cccc3cccnc23)cc1
    -16, -15, 1.9, 1, -6, 12, -10, -1, 0
- COC(=O)c1ccccc1OCc1cccc(C)n1
    -10, 8, 0.6, 9, -10, 8, 4, -5, 20
- CCN(C(=O)CSc1nnc(-c2ccc(OC)cc2)n1N)c1c(N)n(Cc2ccccc2)c(=O)[nH]c1=O
    -4, 3, 0.5, 9, -7, 1, nt, -4, 0
- S=C(c1ccc2c(c1)OCO2)N1CCCC1
    -14, 11, 0.4, 5, -9, 15, 4, 1, 17
- CC(=O)c1cnc2n(c1=O)CCS2
    14, -7, 0.4, 6, -2, -4, -11, -6, 20
- OCCNc1nc(N2CCOCC2)nc(N2CCOCC2)n1
    -7, -13, 0.2, 1, -4, 9, 4, -1, 17
- Cc1cccc(-c2nsc(SCC(=O)N3CCCC3)n2)c1
    -7, -8, 0.6, 4, -16, 8, -11, -2, 5
- CC(C1CC2CCC1C2)n1c(COc2ccccc2F)nnc1SCC(N)=O (stereo unspecified)
    -7, 11, 1.9, 24, -15, 11, -9, 1, 24
- CC(C)Cc1nnc(NC(=O)CCC(=O)N2CCN(c3ccc([N+](=O)[O-])cc3)CC2)s1
    17, -2, 9.4, 5, 7, -17, 3, -6, -12
- CCOC(=O)Cc1csc(SCC(=O)Nc2ccc(C)cc2F)n1
    -1, 1, 5.5, 2, 9, -3, nt, -2, 11
- C[C@H](NC(=O)C1CC(=O)N(c2ccc3c(c2)OCCO3)C1)C(=O)NC1CCCC1 (stereo partly specified)
    -8, -33, 0.4, 3, -14, 6, -14, -1, 5
- C(=N\Nc1nc2ccccc2s1)/c1ccc2c(c1)OCO2
    0, 1, 0.1, 5, -7, -1, -6, -5, 17
- CC[C@@]12C(=O)N(c3ccc(C)cc3)C(=O)N1[C@H](c1ccc(OC)cc1)[C@@H]1C(=O)N(C(C)(C)C)C(=O)[C@@H]12
    4, -20, -0.5, 8, 1, 2, -27, -7, -1
- O=C(NCc1ccc(Cl)nc1)c1csc([C@@H]2O[C@H](CO)[C@H](O)[C@H](O)[C@H]2O)n1
    -7, -12, -0.4, 2, 6, 4, nt, 0, -8
- CCCNC(=O)c1cc2c(c(-c3cccc(-c4ccc(C#N)cc4)c3)n1)[C@@H](CCO)N(C(=O)CC)C2
    nt, -3, 2.4, 4, 25*, nt, nt, nt, -4
- Cc1ccc(/C=N/NC(=O)c2cccs2)o1
    -11, 0, 1.5, 1, -19, 9, -7, -7, 35
- C[C@@H]1CN([C@H](C)CO)C(=O)Cc2cc(NC(=O)Nc3ccccc3)ccc2O[C@@H]1CN(C)Cc1ccc2c(c1)OCO2
    8, 26, 0.1, 2, -28, -9, -21, -13, 11
- C=CCNC(=S)Nc1sc2c(c1C(N)=O)CCCC2
    -7, -9, 0.9, 1, -17, 11, -11, -4, 11
- COc1ccccc1CNC(=O)c1cc2c(s1)CS(=O)(=O)C2
    -32, 9, 2.5, -1, -22, 2, -5, -2, 3
- O=C(NCCNc1ccc([N+](=O)[O-])cc1)c1ccccc1Cl
    -10, 1, 3.9, 2, 2, 9, nt, 3, 9
- O=C(COc1ccccc1)NCC(=O)N1CCCCCC1
    -8, -2, 0.4, 12, -6, 9, -9, -5, -17
- COc1ccc(C(CNC(=O)c2cc(S(=O)(=O)Nc3cccc(C)c3)ccc2C)N2CCOCC2)cc1 (stereo unspecified)
    -16, -12, 0.2, 3, -8, 6, nt, -3, 8
- COc1ccc(NC(=O)c2ccc(C#N)cc2)cc1NS(=O)(=O)c1ccc(F)cc1
    0, 70*, 1.0, 0, 11, 4, -4, -3, -10
- COc1ccc(C(=O)Nc2ccc(S(=O)(=O)Nc3nccc(C)n3)cc2)cc1OC
    -18, -23, 0.8, 2, -15, 15, -5, -2, 23
- O=C(NCCc1nnc2ccc(NCc3ccc(Cl)cc3)nn12)c1ccccc1
    -13, -1, 2.2, 1, -10, 14, -18, 0, 18
- O=C(Nc1ccccc1F)C1(c2ccccc2)CC1(Cl)Cl (stereo unspecified)
    -4, -18, 0.9, -3, -6, -3, -22, -10, 24
- O=C(N/N=C/c1ccc[nH]1)c1cccnc1
    -3, 9, 0.9, 8, 4, 9, -5, -3, 14
- Cc1ccc(S(C)(=O)=O)cc1S(=O)(=O)Nc1cccc(Cl)c1
    3, -9, -0.1, 0, 17, 0, -11, 0, -14
- OCC#Cc1cnc2ccccc2c1
    9, -16, 0.1, 5, -1, 4, -3, 2, 9
- CC1(C)CC(=O)C(C=Nc2ccc(O)c(N=CC3=C(O)CC(C)(C)CC3=O)c2)=C(O)C1
    -5, -10, 0.9, -3, -12, 9, -8, -5, 18
- CC(=O)c1ccc(NC(=O)CN2CCCC2)cc1
    -10, -4, 1.1, 1, -1, 6, -7, -4, 8
- CN(CC(=O)NC1CC1)S(=O)(=O)c1ccc(Br)cc1
    -7, -11, 0.0, 2, 3, 16, 8, 1, -20
- Cc1cncc(N2CCN(c3ccccn3)CC2)n1
    -11, 2, 0.1, 3, -8, 5, nt, -8, 13
- CC1CCCCN1S(=O)(=O)c1ccc(C(=O)N(CCCN(C)C)c2nc3ccc(Br)cc3s2)cc1 (stereo unspecified)
    -3, 46, 11, 51*, 4, 2, 2, -2, 13
- Cc1ccc(NC(=O)CCNS(=O)(=O)c2ccc3c(c2)oc(=O)n3C)cc1
    -15, -6, 0.4, 9, -10, 10, -9, -6, 12
- O=C(N/N=C/c1ccc(O)c2ccccc12)c1cccnc1
    -3, 15, 0.8, 2, -13, 8, -2, -3, 13
- CCOC(=O)N1CCN(C(=O)c2cc(COc3ccc(F)cc3F)on2)CC1
    -16, -32, 1.2, 2, -10, 10, 3, 3, 11
- O=C(NCCc1ccc(Cl)cc1)C1CCN(S(=O)(=O)N2CCCCC2)CC1
    8, nt, 6.7, nt, -4, -4, -14, 1, 12
- O=C(c1cc(F)c(F)cc1Cl)N1CCN(c2ccc([N+](=O)[O-])c3ncccc23)CC1
    -2, -1, 1.7, 2, 9, 5, -3, -9, -7
- CC(=O)C1=C(C)N(c2ccccc2)C(=O)C1(NS(=O)(=O)c1ccc(N)cc1)C(F)(F)F (stereo unspecified)
    -10, 4, -0.5, 4, 14, 16, -6, -2, -6
- CC1CC(C)CN(C(=O)C2CCC(CNc3c(N4CCCCC4)c(=O)c3=O)CC2)C1 (stereo unspecified)
    -10, -9, -0.3, 12, 1, 5, -17, -4, -1
- O=c1ccc(=O)n2n1CC(O)C2
    -2, 3, 0.7, 0, -13, 7, 2, 1, 20
- Cc1cccc(-c2cc(N3CCCN(C)CC3)n3nccc3n2)c1
    -8, 4, 0.6, 0, -14, 3, nt, -7, 15

(cont.)
Sequence of screens: CHRM1 antagonist, TAAR1 antag, CHO-K1 Ca ag, TAAR1 agonist, CHO-K1 Ca antag, CHRM1 PAM, CHO parental Ca, M1 ag, CHO-K1 Ca PAM
- COC(=O)c1ccccc1NC(=O)CSc1nnc(Cc2ccc(Cl)cc2)o1
    -2, 12, 1.8, 3, -12, 2, -11, -7, 25
- CC(=NNC(=O)c1ccncc1)c1cccc(Cl)c1
    7, 3, 0.6, 0, -7, 0, nt, -3, -2
- CCOC(=O)c1cn(Cc2cccc(C)c2)nn1
    -4, -9, 0.2, 2, 7, 0, -2, -3, -8
- COC1CCN(C(=O)C2CCC(=O)N(CCc3cccc(F)c3)C2)CC1 (stereo unspecified)
    -12, 5, 0.4, 1, 7, 14, 6, 1, 2
- CCOc1ccccc1NC(=O)CSc1nc(=O)n(CCN2CCOCC2)c2c1CCCC2
    -7, -15, 0.7, 0, -1, 2, -37, -6, -6
- COc1ccc(N2CCN(S(=O)(=O)CCNC(=O)COc3ccccc3)CC2)cc1
    -12, -15, 1.7, 0, -3, 8, -7, 0, -1
- CC(C)OCCCNC(=O)c1ccc(CS(=O)(=O)Cc2ccccc2F)o1
    -1, 0, 1.4, 0, -2, 0, -13, -3, 4
- CSc1nc(N)c(C#N)c(-c2ccc(Cl)cc2)c1C#N
    -7, 19, 0.3, 19, 14, 9, 4, 10, -6
- CC(C)c1cc(C(=O)N/N=C/c2c[nH]c3ccccc23)n[nH]1
    -20, 23, 1.2, 3, -7, 12, -4, -1, 12
- Clc1ccc(C=NN2CCCCCC2)cc1Cl
    -10, -47, -0.2, 3, -8, 2, nt, -3, -11
- COc1ccccc1CN1CCNC(=O)C1CC(=O)NCCCN1CCOCC1 (stereo unspecified)
    0, -35, 0.2, 4, -6, 1, nt, -4, 20
- Cc1noc(C)c1CSCC(=O)Nc1cc(Cl)ccc1N1CCOCC1
    3, 10, 2.9, 0, -10, 1, -16, -3, 5
- O=[N+]([O-])c1ccc(S(=O)(=O)Nc2ccc(-c3ccc(N4CCCC4)nn3)cc2)cc1
    -8, -1, 0.5, 3, -8, 4, -22, -4, -6
- Cc1ccnc(NC(=O)CNC(=O)c2sc3ccccc3c2Cl)c1
    -3, -12, 1.2, 5, 1, 5, -22, -1, -7
- OCCC1CN(Cc2cccn2-c2ncccn2)CCN1C1CCCC1 (stereo unspecified)
    -13, -33, 0.0, 2, -5, 6, -17, -7, 7
- COc1cc(CCCN2CCNC[C@@H]2Cc2ccccc2)cc(OC)c1OC
    10, 3, 0.1, 14, -2, -1, -20, -4, -2
- COc1ccc(C(CC(=O)O)NC(=O)c2cccs2)cc1 (stereo unspecified)
    -8, 2, 1.0, 1, -11, 13, -4, -6, 20

Source: PubChem
